# PNC assembly inh – High Content Assay for Compounds that inhibit the Assembly of the Perinucleolar Compartment; PC3M PTB-GFP, PNC prevalence imaging, 16 h; active compounds read low; activity change (PNC), negative = inhibition, % at 10 µM; hit rate 3.1% among 140,000;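 active means readout at or below -70, meaning at least 70% loss of cells showing the perinucleolar compartment, a nuclear body marking cancer cells; inconclusive means readout between -30 and a set limit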;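 further: plate controls were DMSO wells for no effect and camptothecin positive control wells for full effect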
#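 Read-out is percentage of cells bearing a perinucleolar compartment, from automated 20x imaging of fixed, Hoechst-stained PC3M PTB-GFP cells. Cells were seeded 4 h, then exposed 16 h to compound (23 nl of library stock) in duplicate plates.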
# ALOX12 inhib – qHTS Assay for Inhibitors of 12-hLO (12-human lipoxygenase); Polyunsaturated fatty acid lipoxygenase ALOX12 (Homo sapiens), P18054; AID 1452, 2008; Potency, µM (series often up to 57.1 µM), inactives show top-dose activity change, negative = inhibition, actives largely listed as inhibitors; purified 12-hLO, xylenol orange hydroperoxide absorbance; hit rate 0.12% among 150,000; further: potency means the concentration at half of the fitted maximal effect; nearly all actives have a fitted effect of over 55% in size; many of its hits are not listed in these tables
# Target sequence (P18054 whole entry, looked up): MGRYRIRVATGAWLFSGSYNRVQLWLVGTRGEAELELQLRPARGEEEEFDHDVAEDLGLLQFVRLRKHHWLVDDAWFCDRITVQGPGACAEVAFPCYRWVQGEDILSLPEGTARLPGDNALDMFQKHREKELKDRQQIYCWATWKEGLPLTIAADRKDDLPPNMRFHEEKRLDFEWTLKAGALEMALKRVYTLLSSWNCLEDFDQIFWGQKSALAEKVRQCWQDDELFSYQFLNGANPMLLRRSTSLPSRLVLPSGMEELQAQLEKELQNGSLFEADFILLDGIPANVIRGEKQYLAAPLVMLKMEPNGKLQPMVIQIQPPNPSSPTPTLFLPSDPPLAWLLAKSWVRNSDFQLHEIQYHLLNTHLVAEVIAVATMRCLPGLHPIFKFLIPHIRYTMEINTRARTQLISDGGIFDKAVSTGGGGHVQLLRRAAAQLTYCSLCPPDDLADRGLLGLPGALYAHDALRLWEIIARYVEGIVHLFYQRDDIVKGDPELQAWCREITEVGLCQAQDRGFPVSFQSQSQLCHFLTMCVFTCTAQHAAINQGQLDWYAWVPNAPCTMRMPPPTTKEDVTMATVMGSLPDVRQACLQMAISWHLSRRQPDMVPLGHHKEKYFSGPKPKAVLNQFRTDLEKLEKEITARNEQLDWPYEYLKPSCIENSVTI
#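 Xylenol orange chromogenic assay: hydroperoxide from 12hLO oxidises Fe(II), giving red-shifted Fe(III)-XO absorbance. Conditions: 150 nM enzyme, 40 uM arachidonic acid, 25 mM Hepes pH 7.0, 0.01% Triton X-100, 30 min, room temperature.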
# IMPase inh – qHTS Assay for Identifying the Cell-Membrane Permeable IMPase Inhibitors | AID 901, 2007 | 120,000 tested, under 10 active | Inositol monophosphatase 1 (Rattus norvegicus), P97697 | CHO-M1 cells, IP1 accumulation, HTRF TR-FRET ratio | inhibition (IP1 accumulation), % at 46.1 µM; active means well fitted curve in the direction sought with a large enough effect in the signal ratio, not every such curve was filed as active; inconclusive means small, poorly fitted or top-dose-only effect, or a change in a side signal; inactive means no such curve, though single readings can be large or run the other way; the % refers to the signal ratio;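 further: cells stimulated with carbachol in lithium chloride buffer; plate controls were DMSO basal wells for no effect and reference inhibitor wells for full effect; higher means more IMPase inhibition seen as more IP1 and lower FRET ratio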
# Target sequence (P97697 whole entry, looked up): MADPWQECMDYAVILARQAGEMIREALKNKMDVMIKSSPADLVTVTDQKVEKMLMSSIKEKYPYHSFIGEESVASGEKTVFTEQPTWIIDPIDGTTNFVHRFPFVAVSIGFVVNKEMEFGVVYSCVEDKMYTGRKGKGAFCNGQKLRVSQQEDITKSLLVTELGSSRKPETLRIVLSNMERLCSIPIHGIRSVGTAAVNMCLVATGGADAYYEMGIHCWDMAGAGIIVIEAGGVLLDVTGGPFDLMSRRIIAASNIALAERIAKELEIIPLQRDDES
#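 Seeded CHO-M1 cells were dosed with compound at up to 46 uM, stimulated with carbachol for 30 min, then lysed in IP-One detection reagents. Higher IP1 lowers the TR-FRET signal.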
# ALOX15B inhib – qHTS Assay for Inhibitors of 15-hLO-2 (15-human lipoxygenase 2); Polyunsaturated fatty acid lipoxygenase ALOX15B (Homo sapiens), O15296; hit rate 0.56% among 110,000; purified 15hLO-2, xylenol orange hydroperoxide absorbance; Potency, µM (series often up to 57.1 µM), inactives show at the top dose activity change, negative = inhibition, hits mostly inhibitors; further: potency means the concentration at half of the fitted maximal effect; nearly all actives have a fitted effect of over 60% in size; many of its hits are not listed in these tables
#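 Purified human 15hLO-2 (50 nM) preincubated 15 min with compound, then 45 uM arachidonic acid for 90 min at RT in 25 mM Hepes pH 7.5, 0.01% Triton X-100. Hydroperoxide detected by Fe-xylenol orange; 573/405 nm absorbance ratio.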
# * hit, by the source's call; ? = inconclusive; . = no result given; [ ] = another dose, or the depositor's remark. Unless noted, the call rests on the fitted dose curve; in most records, active means well fitted curve in the direction sought with a large enough effect; inconclusive means small, poorly fitted or top-dose-only effect, or another doubt; inactive means no such curve, though single readings can be large; an effect the other way counts as inactive or inconclusive. Unless noted, on the % scale 0 is the no-effect control and ±100 the full control effect. Not all compounds are listed; count on the stated rates, not on these rows.
SMILES,PNC assembly inh,ALOX12 inhib,IMPase inh,ALOX15B inhib
Cc1ccc(C(=O)Oc2ccccc2C(=O)N2CCOCC2)cc1,30,3%,11,.
Cc1cccc(C)c1-n1c(C)cc(/C=N/NC(=O)c2ccncc2)c1C,?,-1%,6,-1%
COc1ccc(-c2nc(C#N)c(NCCCN(C)C)o2)cc1OC,-22,8%,-13,7%
N#CCSc1n[nH]c2nc3c(c(=O)n12)C1(CCCC1)Cc1ccccc1-3,12,-14%,-3,-27%
CCOC(=O)C1=C(C)Nc2nnnn2C1c1c[nH]c2ccccc12 (stereo not given),1,2%,4,-12%
O=C(c1ccccc1)N1CCN(C(=O)c2ccccc2)C1c1ccccc1,28,-2%,-2,3%
COc1ccc(-c2noc(CSc3nc(-c4ccccc4)cc(=O)[nH]3)n2)cc1,?,-9%,-3,2%
CC1(c2ccco2)NC(=O)NC1=O (stereo not given),-13,-4%,-5,.
Cc1nc2ccccc2n1/N=C/c1cccnc1,10,2%,13,2%
CCN(CC)C(=O)CSc1nnc(-c2ccc(F)cc2)n1N,10,-3%,1,4%
CCOC(=O)C1CCN(Cc2ccc(F)cc2F)CC1,-29,1%,-3,6%
COc1ccc(N2C(=O)CN=C2Nc2cccc(C)c2C)cc1OC,-12,-1%,-16,-1%
Cc1cn(COC/C=C/c2ccccc2)c(=O)[nH]c1=O,-13,-1%,-1,0%
Cc1cc(C)c(NC(=O)C2CCCN2CCC(C)C)c(C)c1 (stereo not given),2,5%,-1,.
Cc1ccc(NC(=O)c2cc(Cl)ccc2[N+](=O)[O-])cc1C,15,-2%,.,.
COc1ccc(C(CC(=O)c2ccccc2)S(=O)(=O)c2ccc(C)cc2)cc1 (stereo not given),18,4%,-3,12%
COC(=O)[C@H](CCSC)NC(=O)NCc1ccccc1F,32,3%,9,-1%
O=C(Nc1nc2ccccc2[nH]1)C1CCN(S(=O)(=O)c2cccs2)CC1,0,-1%,-8,22%
[N-]=[N+]=N[C@@H]1[C@H](O)[C@H](CO)O[C@@H]1n1cnc2c(N)ncnc21,.,0%[11.4 µM],.,-3%[11.4 µM]
CCC1=C2CC[C@H]3C(=O)N(CC)C(=O)[C@H]3[C@H]2[C@@]2(Cc3ccccc3)C(=NCC3CC3)OC(=O)N2C1=O,.,0%,.,-1%
CCc1cccc2c3c([nH]c12)[C@@](CC)(CC(=O)O)OCC3,.,-1%[25.6 µM],-2[20.6 µM],22%[25.6 µM]
COCCc1nnc(NC(=O)Cc2ccccc2)s1,17,-5%,-14,0%
CCSc1nnc(Cn2c(=O)sc3ccccc32)n1-c1ccc(OC)cc1,64,5%,-2,.
O=C(CSc1nnc(-c2cccnc2)n1Cc1ccccc1)NCc1ccccc1,-14,3%,7,.
CNC(=O)COC(=O)c1ccccc1Oc1ccccc1,15,0%,1,1%

# Molecules shown so far with an aryl thioether with sulfur outside any ring:
SMILES,PNC assembly inh,ALOX12 inhib,IMPase inh,ALOX15B inhib
N#CCSc1n[nH]c2nc3c(c(=O)n12)C1(CCCC1)Cc1ccccc1-3,12,-14%,-3,-27%
COc1ccc(-c2noc(CSc3nc(-c4ccccc4)cc(=O)[nH]3)n2)cc1,?,-9%,-3,2%
CCN(CC)C(=O)CSc1nnc(-c2ccc(F)cc2)n1N,10,-3%,1,4%
CCSc1nnc(Cn2c(=O)sc3ccccc32)n1-c1ccc(OC)cc1,64,5%,-2,.
O=C(CSc1nnc(-c2cccnc2)n1Cc1ccccc1)NCc1ccccc1,-14,3%,7,.

# Copied from the list.
# Cc1cc(C)c(NC(=O)C2CCCN2CCC(C)C)c(C)c1 (stereo not given) – ALOX12 inhib = 5%
# [N-]=[N+]=N[C@@H]1[C@H](O)[C@H](CO)O[C@@H]1n1cnc2c(N)ncnc21 – ALOX15B inhib = -3%[11.4 µM]
# CCSc1nnc(Cn2c(=O)sc3ccccc32)n1-c1ccc(OC)cc1 – ALOX12 inhib = 5%

# Other structures follow.
SMILES,PNC assembly inh,ALOX12 inhib,IMPase inh,ALOX15B inhib
OB(O)c1csc2ccccc12,.,0%,.,7%
CCC(C)NC(=O)CC(NS(=O)(=O)c1ccc(Cl)cc1)c1ccco1 (stereo not given),17,-4%,12,2%[2.29 µM]
COc1cc2c(cc1NC(=O)CCCN1C(=O)CCC1=O)oc1ccccc12,-24,1%,-1,4%[2.29 µM]
O=C1N/C(=C/c2cccn2-c2ccc(F)cc2)C(=O)N1Cc1ccccc1F,-4,0%,.,.
CCC1C(=O)c2ccccc2N(C)C1=O (stereo not given),?,-4%,.,.
COc1cccc(C(=O)COc2ccccc2-c2ccccc2)c1,?,-1%,.,.
Cc1ccc(Oc2cc(NC(=O)CCCn3nc([N+](=O)[O-])c(Cl)c3C)cc([N+](=O)[O-])c2)cc1,17,-2%,9,.
CC1(C)S[C@@H]2[C@H](NC(=O)[C@H](C(=O)O)c3ccsc3)C(=O)N2[C@H]1C(=O)O,24,-1%,-6[20.6 µM],9%[25.6 µM]
CCCC1(C(=O)O)NC(c2ccccc2O)C2C(=O)N(Cc3ccccc3)C(=O)C21 (stereo not given),-110*,-12%,8,12%
Cc1cc(C)nc(/N=C2\NC(=O)CC(C(=O)O)N2CCc2c[nH]c3ccccc23)n1 (stereo not given),?,-3%,8,2%
CCOC(=O)c1ccc(N2C(=O)C(O)=C(C(C)=O)C2c2ccc(O)c(OC)c2)cc1 (stereo not given),29,-1%,?,-2%
O=C(CCCn1c(=O)oc2ccccc21)N1CCc2ccccc2C1,-1,-6%,18,-11%
CC1(C)CC(CC(=O)Nc2ccc([N+](=O)[O-])cc2)C(=O)O1 (stereo not given),9,7%,13,-6%
O=C(OCCN1C(=O)c2cccc3c(N4CCOCC4)ccc(c23)C1=O)c1cccc(Cl)c1,?,0%,4,.
COC(=O)c1ccc(NC(=O)CCn2cccc2)cc1,?,-5%,3,-9%
Cc1ccc(S(=O)(=O)C2(C(=O)N3CCCC(C)C3)CC2)cc1 (stereo not given),53,-3%,8,3%
Cc1ncc(C[n+]2csc(CCO)c2C)c(N)n1,.,-2%[25.6 µM],1[20.6 µM],22%[25.6 µM]
CCC(=O)Nc1cccc(-c2csc(-c3ccccc3)n2)c1,2,-5%,.,.
CCN(CC)CCOC(=O)CCc1cccc2ccccc12,-1,0%,5,.
O=C(NCC(c1cccs1)N1CCOCC1)c1ccc(Cl)s1 (stereo not given),?,0%,-6,-3%
Cc1noc(COc2ccccc2OCc2onc(C)c2Cl)c1Cl,-100*,-7%,9,.
Cc1ccc(CC(=O)N/N=C/c2ccc(OC(=O)c3ccc([N+](=O)[O-])cc3)cc2)cc1,2,2%,.,.
Cc1cccc(N(CC(=O)Nc2c(C)n(C)n(-c3ccccc3)c2=O)S(C)(=O)=O)c1C,-8,8%,1,-1%
O=C(c1ccc2c(c1)N(Cc1ccccc1)CCS2)N1CCCCC1,11,-15%,-4,-24%
COc1cccc(NC(=O)CC(c2ccc(OC(C)C)cc2)c2ccccc2OC)c1 (stereo not given),21,-1%,.,.

# 4 of these compounds, set out differently.
> O=C(NCC(c1cccs1)N1CCOCC1)c1ccc(Cl)s1 (stereo not given)
  PNC assembly inh: ?
  ALOX12 inhib: 0%
  IMPase inh: -6
  ALOX15B inhib: -3%

> CC1(C)S[C@@H]2[C@H](NC(=O)[C@H](C(=O)O)c3ccsc3)C(=O)N2[C@H]1C(=O)O
  PNC assembly inh: 24
  ALOX12 inhib: -1%
  IMPase inh: -6[20.6 µM]
  ALOX15B inhib: 9%[25.6 µM]

> Cc1ccc(CC(=O)N/N=C/c2ccc(OC(=O)c3ccc([N+](=O)[O-])cc3)cc2)cc1
  PNC assembly inh: 2
  ALOX12 inhib: 2%
  IMPase inh: .
  ALOX15B inhib: .

> O=C(OCCN1C(=O)c2cccc3c(N4CCOCC4)ccc(c23)C1=O)c1cccc(Cl)c1
  PNC assembly inh: ?
  ALOX12 inhib: 0%
  IMPase inh: 4
  ALOX15B inhib: .

# (continued)
SMILES,PNC assembly inh,ALOX12 inhib,IMPase inh,ALOX15B inhib
CCOC(=O)c1sc(NC(=O)c2cccs2)cc1C,36,6%,-6,-4%
Cc1ccccc1C(=O)c1cccn1CC(=O)NCc1ccc2c(c1)OCO2,-6,0%,?,-6%
C=CCn1c(SCC(=O)NCc2ccc3c(c2)OCO3)nc2scc(-c3ccc(F)cc3)c2c1=O,68,4%,-2,-5%
Cc1cc(C)n(-c2nnc(C)n2NS(=O)(=O)c2ccc(F)cc2)n1,12,0%,-15,-5%
O=C(COc1ccccc1)NCc1cccs1,?,-6%,1,28%
CCOC(=O)C1(CCSC)NC(c2ccco2)C2C(=O)N(C)C(=O)C21 (stereo not given),26,0%,-5,2%
CCCCOC(=O)n1ccc(C(=O)Nc2ccccc2OC)n1,-3,-7%,8,-3%
CC(C)OC(=O)c1nn2c(C(F)(F)F)cc(-c3ccco3)nc2c1Cl,74,5%,4,.
Cc1cccc(-n2c(O)c(C=Nc3c(C)n(C)n(-c4ccccc4)c3=O)c3ccccc3c2=O)n1,24,3%,1,-21%
CC1(C)C(c2ccccc2)=[N+]([O-])C2(CCCCC2=O)N1O (stereo not given),?,-2%,-10[0.369 µM],.
CCCCNC(=S)NCc1ccc2c(c1)cc(C)n2C,-21,-13%,.,.
Cc1cc(NC(=O)CSc2nc(C3CCCCC3)nc3ccccc23)no1,?,-1%,8,8%
Cc1ccc(NC(=O)COC(=O)Cn2c(C)csc2=O)cc1,3,-3%,3,-2%
O=C(CCc1ccc(Oc2cc([N+](=O)[O-])cc([N+](=O)[O-])c2)cc1)NC1CCCC1,114,-4%,.,.
COC1C=CO[C@@]2(C)Oc3c(C)c(O)c4c(O)c(c(C=NN5CCN(C)CC5)c(O)c4c3C2=O)NC(=O)/C(C)=C\C=CC(C)C(O)[C@@H](C)C(O)C(C)[C@H](OC(C)=O)C1C (stereo not given in full),.,-26%,.,20µM*
Cc1cc(C)cc(OCC(=O)NCCN2CCOCC2)c1,-4,-1%,1,3%
CCOC(=O)CNc1nc(OCC#N)nc(N2CCOCC2)n1,-3,1%,4,3%
O=C(NC(NC(=S)N1CCOCC1)C(Cl)(Cl)Cl)c1cccc2ccccc12 (stereo not given),16,-2%,.,.
CCCc1cc(=O)[nH]c(SCC)n1,46,-2%,4,-9%
O=C(COC(=O)Cc1c(Cl)cccc1Cl)Nc1ccccc1-c1ccccc1,-26,-5%,.,.
CN1CCN(CCCNC(=O)c2ccc(CS(=O)(=O)c3ccc(Br)cc3)o2)CC1,-10,8%,6,1%

# Bioassay records: PubChem BioAssay, National Center for Advancing Translational Sciences (NCATS)
